Compound activity deposited in PubChem by several laboratories.
PPARg SRC1 recr = PPARgamma agonists recruiting SRC-1 coactivator, primary screen, biochemical; Peroxisome proliferator-activated receptor gamma (Homo sapiens), P37231; PPARgamma-SRC-1 coactivator recruitment biochemical assay; activation, % at 8 µM; 200,000 tested, 0.41% active; AID 631, 2007; in the data active = activation above about 19%;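 also: 0% = DMSO and 100% = reference agonist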
STAT3 activator = IL-6 driven STAT3 reporter potentiators, primary screen, U3A cells, luciferase, luminescence, MLSCN library. 190,000 tested, 0.91% active. activation (% of control), % at 5.6 µM. IL-6 STAT3-luciferase reporter; 100% = signal with IL-6 EC80 alone;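 active = activation above the screen-wide mean of compound activation plus 3 SD, cut at about 130% in these data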;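 also: 0% = background luminescence of wells with medium and substrate only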
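Material: human U3A cells carrying STAT3-luciferase construct. Measured by: reporter luminescence signal. Timing: compound 1 h, then IL-6 6 h at 37 °C.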
PPARg SRC2 recr = agonists of PPARg-SRC-2 recruitment, primary screen, biochemical, HTS. Peroxisome proliferator-activated receptor gamma (Homo sapiens), P37231. PPARgamma LBD-SRC-2 recruitment. activation, % at 8 µM. 200,000 tested, 0.34% active. AID 1032, 2008; in the data active = activation above about 22%;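 also: 0% = vehicle and 100% = reference agonist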
bIAP inh = bovine intestinal alkaline phosphatase inhibitors, primary screen, selectivity assay for TNAP inhibitor project, biochemical, bovine IAP, CDP-star luminescence. alkaline phosphatase, intestinal [Bos taurus]. purified bovine IAP, 30 min. inhibition, % at 20 µM. 190,000 tested, under 10 active. AID 1019, 2008;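 active = over 50% inhibition of intestinal alkaline phosphatase at 20 µM in the single-dose screen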
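System: Purified bovine intestinal alkaline phosphatase (IAP) enzyme | Input: IAP diluted 1/65,000,000 in the well | Also added: CDP-star chemiluminescent phosphatase substrate, 30 µM final | Dosing: 20 µM single dose | Times: Enzyme reaction for 30 min at room temperature | Detection: Luminescence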
SRC2 TRFRET art = TR-FRET signal artefacts, primary screen, artefact control for PPARgamma SRC-2 agonist project, biochemical; AID 1049, 2008; TR-FRET ratio at 8 µM; 200,000 tested, 0.4% active; TR-FRET artefact counter-screen; stronger effect = higher value; in the data active = TR-FRET ratio above about 2000; also: inactives centre near 1500
STAT3 inh = IL-6 driven STAT3 reporter inhibitors, primary screen, U3A cells, luciferase, luminescence, MLSCN library. IL-6 STAT3-luciferase reporter; host cell line lacks STAT1. inhibition, % at 5.5 µM. 190,000 tested, 0.89% active;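 active = inhibition above the mean inhibition across all screened compounds plus 3 SD, cut at about 44% in these data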;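 also: 0% = DMSO only wells and 100% = 100 µM nifuroxazide control wells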
ROMK mod = ROMK potassium channel modulators, primary screen, cell-based, thallium flux, MLSMR library | 130,000 tested, 2% active | B-score at 10 µM | Tet-inducible ROMK, thallium flux fluorescence; actives lie on both sides | AID 1918, 2009 | ATP-sensitive inward rectifier potassium channel 1 (Homo sapiens), P48048;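 active = signal ratio slope over the read window, or its plate-corrected B-score, at least 3 SD from the plate mean, either direction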;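 also: B-score of the F/F0 ratio slope over 7 to 12 s after thallium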
Target sequence (P48048 whole entry, looked up): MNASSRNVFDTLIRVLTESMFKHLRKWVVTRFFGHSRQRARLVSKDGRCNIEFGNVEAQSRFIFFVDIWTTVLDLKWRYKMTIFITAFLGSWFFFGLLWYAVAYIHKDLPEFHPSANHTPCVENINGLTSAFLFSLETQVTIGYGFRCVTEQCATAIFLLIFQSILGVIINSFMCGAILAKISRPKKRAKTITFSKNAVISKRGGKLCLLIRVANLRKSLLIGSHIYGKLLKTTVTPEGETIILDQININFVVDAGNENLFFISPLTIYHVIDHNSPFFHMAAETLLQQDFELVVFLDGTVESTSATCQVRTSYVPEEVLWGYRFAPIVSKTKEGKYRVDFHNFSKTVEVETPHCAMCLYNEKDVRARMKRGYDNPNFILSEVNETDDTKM
bIAP activator = bovine intestinal alkaline phosphatase activators, primary screen, biochemical, bovine IAP, CDP-star luminescence. activation factor at 20 µM. AID 1016, 2008. alkaline phosphatase, intestinal [Bos taurus]. 200,000 tested, 0.17% active. purified bovine IAP, 30 min; stronger effect = higher value; fold of DMSO-control signal, blank-subtracted;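 active = activation factor of 2 or more at 20 µM, a signal rise over negative controls twice the positive control's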
PPARg SRC-3 ag = PPARgamma agonists recruiting SRC-3 coactivator, primary screen, biochemical. Peroxisome proliferator-activated receptor gamma (Homo sapiens), P37231. biochemical PPARgamma/SRC-3 coactivator recruitment assay. activation, % at 8 µM. AID 731, 2007. 200,000 tested, 0.26% active; in the data active = activation above about 23%;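 also: 0% = DMSO and 100% = reference agonist; some compounds past the cut are filed as inactive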
STAT1 blocker = STAT1 signaling inhibitors, primary screen, cell-based, HTS, luciferase reporter; NIH 3T3 STAT1-luciferase reporter, IFN-gamma, luminescence; inhibition, % at 5.5 µM; 200,000 tested, 0.35% active; AID 920, 2007;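 active = inhibition above a set limit, the mean inhibition across all tested compounds plus 3 SD, cut at about 34% in these data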;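 also: 0% = IFN-gamma with DMSO and 100% = IFN-gamma with 300 µM nifuroxazide; values of inactives mirror those of a sister screen read the other way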
TNAP act hiacc = TNAP activators at high phosphate acceptor level, primary screen, biochemical, luminescence, uHTS | Alkaline phosphatase, tissue-nonspecific isozyme (Homo sapiens), P05186 | purified TNAP, CDP-star luminescence, 1 M DEA, 30 min; stronger effect = higher value; 0 = EDTA background, 1 = DMSO-only activity | activation factor at 20 µM | 200,000 tested, under 10 active;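 active = activation factor at least 2 at 20 µM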
Target sequence (P05186 whole entry, looked up): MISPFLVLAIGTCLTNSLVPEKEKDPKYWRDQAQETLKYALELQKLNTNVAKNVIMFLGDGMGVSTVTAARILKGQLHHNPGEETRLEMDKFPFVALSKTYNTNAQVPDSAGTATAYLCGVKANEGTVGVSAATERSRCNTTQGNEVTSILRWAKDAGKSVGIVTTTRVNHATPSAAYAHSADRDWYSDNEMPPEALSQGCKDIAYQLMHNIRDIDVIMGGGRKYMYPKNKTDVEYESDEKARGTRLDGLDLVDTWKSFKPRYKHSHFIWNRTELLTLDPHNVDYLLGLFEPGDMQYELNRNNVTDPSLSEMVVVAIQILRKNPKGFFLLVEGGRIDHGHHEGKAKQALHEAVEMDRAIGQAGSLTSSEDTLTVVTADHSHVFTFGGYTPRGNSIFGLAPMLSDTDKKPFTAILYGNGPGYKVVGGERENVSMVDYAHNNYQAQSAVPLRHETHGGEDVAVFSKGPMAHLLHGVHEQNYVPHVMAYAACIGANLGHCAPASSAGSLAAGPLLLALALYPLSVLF
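Control set: EDTA negative control, DMSO positive control / Assay system: human TNAP / Quantity: TNAP 1/800 final / Evaluation: TNAP activation factor scaled between EDTA and DMSO control wells / Measured by: luminescent substrate turnover signal / Compound dosing: one dose, 20 µM / Times: 30 min enzyme reaction at room temperature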
* marks the source's active call; other numbers are inactive results; · = no result given.

SMILES | PPARg SRC1 recr | STAT3 activator | PPARg SRC2 recr | bIAP inh | SRC2 TRFRET art | STAT3 inh | ROMK mod | bIAP activator | PPARg SRC-3 ag | STAT1 blocker | TNAP act hiacc
CN1CCN(c2ncnc3c2sc2nc(N4CCOCC4)c4c(c23)CCC4)CC1 | -0.3 | 99.7 | 0.3 | · | 1566 | 0.0 | · | · | 14.3 | 1.6 | ·
O=C(Nc1ccncc1)c1cc(-c2ccccn2)nc2ccc(Br)cc12 | 9.4 | 111.2 | 7.1 | -3.5 | 1780 | -8.4 | 0.0403 | 1 | 4.0 | 7.5 | 1
COc1ccc(Cl)cc1NC(=O)C(C)N1CCc2ccccc21 (centres undefined) | 4.2 | 101.0 | 8.8 | 36.7 | 1617 | 0.8 | 1.56 | 0.6 | 3.8 | 6.2 | 1
Cc1ccc(C(=O)CC2(O)C(=O)N(C)c3ccc(Br)cc32)c(C)c1 (centres undefined) | 3.5 | 107.1 | 2.1 | 8.1 | 1590 | -3.2 | · | 0.9 | 3.0 | 0.0 | 1
Oc1ccc(CNC2CCCCC2)cc1 | -9.4 | 97.3 | -7.2 | -5.2 | 1419 | 6.2 | 0.91 | 1.1 | 5.2 | -3.6 | 1
COC(=O)C(Cc1cnc(Cl)s1)(C(=O)OC)c1ccc([N+](=O)[O-])cc1 | -1.7 | 106.9 | 9.1 | 6.8 | 1499 | -6.8 | · | 0.9 | 11.8 | 1.8 | 1.1
CCOc1ccc(N2CC(C(=O)NC3=NCCS3)CC2=O)cc1 (centres undefined) | 2.7 | 110.6 | 10.8 | 6.5 | 1569 | -7.6 | 0.174 | 0.9 | 2.9 | -5.0 | 1.1
Cc1ccc2nc(-c3ccc(O)cc3)c(Nc3ccc4c(c3)OCCO4)n2c1 | 0.2 | 99.4 | 3.0 | 15.7 | 1573 | 9.6 | · | 0.8 | 1.7 | -1.7 | 1.1
CCC(C)NC(=O)CN(C1CCCCC1)S(C)(=O)=O (centres undefined) | 1.3 | 105.4 | 1.4 | -10.7 | 1549 | -1.7 | 0.371 | 1.1 | 1.2 | -8.9 | 1.1
O=C(NCCCn1ccnc1)c1ccco1 | 0.8 | 104.1 | -3.7 | 4.7 | 1398 | -0.6 | · | 1 | -10.5 | -0.1 | 1
Cc1cc2ccccn2c1C(=O)c1nc(NCc2ccccc2)ncc1Cl | 2.9 | 99.5 | 0.7 | -5.0 | 1620 | 6.3 | 0.459 | 1.1 | -0.5 | 2.3 | 1.1
Cn1c(-c2ccc3c(c2)OCO3)cnc1NC(=O)CCC(=O)NCCc1ccccc1 | 4.9 | 104.6 | 3.0 | -25.8 | 1658 | -1.1 | · | 1.3 | 9.3 | -15.8 | 1.1
COc1cc2c(C(=O)Nc3ccc4c(c3)OCO4)cn(CC(C)C)c(=O)c2cc1OC | -3.1 | 98.3 | 1.3 | -49.7 | 1549 | 2.4 | -0.0748 | 1.5 | 0.1 | 0.9 | 1.1
COc1ccc(NC(=O)C2CCCN(S(=O)(=O)c3ccc4c(c3)oc(=O)n4C)C2)c(OC)c1 (centres undefined) | -4.5 | 104.3 | -12.3 | -1.8 | 1540 | -0.4 | · | 1 | -2.3 | -1.7 | 1.1
CCCCN(CC)C(=O)/C=C/c1cccc([N+](=O)[O-])c1 | -2.8 | 94.3 | -1.2 | 7.4 | 1370 | 13.1 | -0.233 | 0.9 | 11.9 | -4.7 | 1
Clc1ccc(N2COC3c4cccc5cccc(c45)C32)cc1 (centres undefined) | -2.2 | 99.5 | 10.2 | 7.7 | 1553 | 3.9 | -0.0843 | 0.9 | 8.8 | -1.0 | 1
O=C(CSc1nc(-c2ccccc2)c(-c2ccccc2)o1)N1CCOCC1 | 3.2 | 95.4 | 14.7 | -1.0 | 1651 | 14.1 | · | 1 | 10.7 | 1.0 | 1
CCOC(=O)Cc1csc(NC(=O)c2ccncc2)n1 | 1.1 | 75.2 | 5.8 | 5.3 | 1670 | 33.2 | · | 0.9 | 6.5 | 13.5 | 1
Nc1nc(C23CC4CC(CC(C4)C2)C3)cs1 | -3.4 | 100.7 | -6.3 | 34.9 | 1516 | -0.7 | 0.0144 | 0.7 | 1.8 | -8.8 | 1.1
Cc1ccc(S(=O)(=O)N(CC(=O)N2CCCC2)C2CCCCC2)cc1 | 7.1 | 100.2 | 3.5 | 7.8 | 1637 | 1.7 | · | 0.9 | -1.5 | 5.3 | 1
Cc1ccc(CN(C(=O)c2csnn2)C(C(=O)NC2CCCC2)c2ccc(C)o2)cc1 (centres undefined) | 7.5 | 105.5 | 0.9 | -4.0 | 1502 | -2.4 | · | 1 | 8.6 | 0.5 | 1
COC(=O)CC(C(=O)Nc1cc(C(=O)OC)cc(C(=O)OC)c1)N1CCN(C)CC1 (centres undefined) | -1.2 | 103.7 | 8.1 | · | 1489 | -0.1 | · | · | -6.0 | -4.2 | ·
S=c1[nH]c(-c2ccccc2)cn1/N=C/c1ccccc1Br | 3.4 | 98.6 | -2.8 | 11.1 | 1429 | 9.4 | 0.509 | 0.9 | 4.4 | -23.1 | 1
COc1ccc(/C=C(/CC(=O)Nc2ccccc2)c2nc3ccccc3s2)cc1 | 1.7 | 104.1 | 0.1 | 19.5 | 1356 | -1.5 | · | 0.8 | 3.9 | 7.4 | 1
CCC(c1nnnn1C(C)(C)C)N(Cc1cccs1)Cc1cc2cc(C)c(C)cc2n2nnnc12 (centres undefined) | 8.6 | 124.9 | 9.0 | · | 1553 | -28.2 | · | · | 11.3 | 5.5 | ·

Quoted at random: two records from the list
SMILES | PPARg SRC1 recr | STAT3 activator | PPARg SRC2 recr | bIAP inh | SRC2 TRFRET art | STAT3 inh | ROMK mod | bIAP activator | PPARg SRC-3 ag | STAT1 blocker | TNAP act hiacc
CCOc1ccc(N2CC(C(=O)NC3=NCCS3)CC2=O)cc1 (centres undefined) | 2.7 | 110.6 | 10.8 | 6.5 | 1569 | -7.6 | 0.174 | 0.9 | 2.9 | -5.0 | 1.1
Oc1ccc(CNC2CCCCC2)cc1 | -9.4 | 97.3 | -7.2 | -5.2 | 1419 | 6.2 | 0.91 | 1.1 | 5.2 | -3.6 | 1

Copied from the list:
CCOC(=O)Cc1csc(NC(=O)c2ccncc2)n1 in STAT3 activator is listed with 75.2
S=c1[nH]c(-c2ccccc2)cn1/N=C/c1ccccc1Br in bIAP inh is listed with 11.1

(list continues)
SMILES | PPARg SRC1 recr | STAT3 activator | PPARg SRC2 recr | bIAP inh | SRC2 TRFRET art | STAT3 inh | ROMK mod | bIAP activator | PPARg SRC-3 ag | STAT1 blocker | TNAP act hiacc
O=C(Nc1cccc(Cl)c1)NC1CCCCC1 | 1.2 | 111.1 | 1.5 | 5.6 | 1443 | -8.5 | · | 0.9 | -8.7 | -30.5 | 1.1
CCCCOc1ccc(C2CC(=O)NC2=O)cc1 (centres undefined) | 0.2 | 103.9 | 3.3 | -0.7 | 1707 | -0.3 | -0.892 | 1 | 3.6 | 1.8 | 1
COc1cc2c(cc1OC)C(C(=O)N1CCN(c3ccccc3)CC1)C(c1cccs1)N(C)C2=O (centres undefined) | 1.4 | 106.2 | -5.2 | -15.0 | 1753 | -7.6 | 0.0298 | 1.1 | 5.5 | 10.8 | 1
O=C(O)c1ccccc1C(=O)Nc1ccccc1 | -1.1 | 92.0 | 10.0 | -1.1 | 1404 | 13.1 | 0.359 | 1 | -4.4 | -4.9 | 1
Cc1cccc(NC(=S)N(C)C2(c3ccccc3Cl)CCCCC2=O)c1 (centres undefined) | 4.7 | 99.9 | 8.5 | 12.5 | 1522 | 0.4 | 2.13 | 0.9 | 6.9 | -3.8 | 1.1
NC(=O)Cn1c(=O)n(-c2ccccc2)c(=O)c2oc3ccccc3c21 | 1.5 | 102.8 | 1.1 | 2.3 | 1471 | -2.1 | 0.693 | 1 | -1.9 | -6.7 | 1
CC(/C=N/NC(=S)Nc1cccc(S(=O)(=O)N(C)C)c1)c1ccccc1 (centres undefined) | -2.2 | 110.6 | -3.1 | 7.5 | 1547 | -8.2 | 0.214 | 0.9 | -0.6 | -7.7 | 1
CCOC(=O)C1(CCOc2ccccc2)CCN(Cc2ccc3c(c2)OCCO3)CC1 | 12.4 | 98.3 | -1.7 | -6.0 | 1437 | 7.0 | -2.72 | 1.1 | 7.5 | 9.7 | 1.1
CC1CN(S(=O)(=O)N2CCOCC2)CCN1S(=O)(=O)N1CCOCC1 (centres undefined) | 4.8 | 111.9 | -3.6 | -6.2 | 1435 | -9.3 | 1.31 | 1.1 | 2.0 | -4.2 | 1
COC(=O)CNC(=O)c1cccc(Cl)c1 | -1.8 | 104.0 | 2.1 | 10.3 | 1824 | 2.2 | 0.807 | 0.9 | 1.0 | -5.9 | 1
Cc1ccc(CN2CCC(C(=O)NCCC(C)C)CC2)o1 | -3.1 | 85.8 | 5.4 | -14.3 | 1625 | 22.8 | · | 1.1 | 1.3 | 9.2 | 1
O=C(CSc1nc2nc(-c3cccs3)cc(C(F)(F)F)c2c(=O)[nH]1)Nc1c(F)c(F)c(F)c(F)c1F | 2.7 | 94.9 | 6.9 | -1.1 | 1643 | 8.1 | -1.31 | 1 | 3.2 | 9.8 | 1
CN1C=C/C(=C\c2cc[n+](C)c3ccccc23)c2ccccc21 | 9.6 | 74.7 | 15.0 | · | 1784 | 37.0 | -0.34 | 0.3 | 14.9 | 33.5 | 0.7
Cc1[nH]n(-c2ccc(F)cc2)c(=O)c1/C=N/c1sc2c(c1C#N)CCCC2 | 9.4 | 118.6 | 4.7 | 4.7 | 1669 | -17.1 | -0.957 | 1 | 4.3 | 3.8 | 1
Nc1ccc2c(c1)Nc1ccccc1CC2 | 10.5 | 121.1 | 8.0 | 9.1 | 1501 | -19.5 | -0.607 | 0.9 | 12.4 | 5.1 | 1
CC(=O)c1c(C)n([O-])c2ccc(C)cc2[n+]1=O | 3.4 | 113.5 | 1.3 | 1.3 | 1660 | -12.7 | 1.01 | 1 | 3.2 | 1.6 | 1
COc1c(/C=N/NC(N)=S)c(C)nn1-c1ccccc1 | 7.2 | 98.4 | 3.9 | 35.8 | 1517 | -0.6 | -0.984 | 0.6 | 5.1 | -5.6 | 1.1
